# From PubChem BioAssay
# Pol kappa inh – blocks human DNA polymerase kappa activity; Q9UBT6; purified Pol kappa, fluorescent DNA synthesis assay, 10 min; AID 588579; Potency, µM (titrated, usually from 107 µM), for inactives: at the highest dose activity, negative = inhibition, most hits filed as inhibitors; 400,000 tested, 0.53% active; further: on the % scale 0 is the no-effect control and ±100 the full control effect
# Target sequence (Q9UBT6 whole entry, looked up): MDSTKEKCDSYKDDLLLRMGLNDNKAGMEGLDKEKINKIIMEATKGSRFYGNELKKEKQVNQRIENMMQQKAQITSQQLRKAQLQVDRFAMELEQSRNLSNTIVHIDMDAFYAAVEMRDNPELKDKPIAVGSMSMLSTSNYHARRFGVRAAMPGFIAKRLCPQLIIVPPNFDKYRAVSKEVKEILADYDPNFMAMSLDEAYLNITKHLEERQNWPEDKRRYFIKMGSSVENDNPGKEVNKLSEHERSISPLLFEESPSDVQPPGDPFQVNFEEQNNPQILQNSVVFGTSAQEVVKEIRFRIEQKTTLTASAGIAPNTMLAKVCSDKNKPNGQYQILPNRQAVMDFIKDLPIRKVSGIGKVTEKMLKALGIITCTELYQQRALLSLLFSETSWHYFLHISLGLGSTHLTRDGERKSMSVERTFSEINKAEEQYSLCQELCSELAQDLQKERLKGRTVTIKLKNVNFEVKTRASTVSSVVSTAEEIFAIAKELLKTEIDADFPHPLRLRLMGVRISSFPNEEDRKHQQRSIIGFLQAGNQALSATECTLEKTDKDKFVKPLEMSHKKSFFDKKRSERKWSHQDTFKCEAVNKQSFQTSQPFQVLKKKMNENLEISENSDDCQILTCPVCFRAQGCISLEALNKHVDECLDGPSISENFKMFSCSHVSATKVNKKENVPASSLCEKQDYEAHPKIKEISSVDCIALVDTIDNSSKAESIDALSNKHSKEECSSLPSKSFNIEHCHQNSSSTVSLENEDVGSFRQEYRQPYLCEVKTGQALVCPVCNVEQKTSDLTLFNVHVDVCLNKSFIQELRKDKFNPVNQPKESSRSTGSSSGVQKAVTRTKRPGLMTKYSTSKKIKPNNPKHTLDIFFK
#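 Inhibition of 10 nM Pol kappa is measured by a fluorescent read-out at 0 and 10 min following addition of 50 nM substrate (final), with a 15-min room-temperature compound preincubation.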
# BLM inh – inhibitors of human Bloom syndrome helicase BLM | P54132 | recombinant BLM DNA unwinding, fluorescence dequenching | Potency, µM (highest dose often 56.1 µM), for inactives: at the top dose activity change, negative = inhibition, actives largely listed as inhibitors | 350,000 tested, 0.2% active | AID 2528;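 further: plate controls were vehicle for no effect and no enzyme for full effect; nearly all actives have a fitted effect of over 35% in size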
# Pol eta inh – blocks human DNA polymerase eta activity. Q9Y253. recombinant Pol eta, fluorescent DNA replication assay. Potency, µM (titrated, usually from 114 µM), without a hit: top-dose activity change, negative = inhibition, most hits filed as inhibitors. 390,000 tested, 1.2% active. AID 588591; further: on the % scale 0 is the no-effect control and ±100 the full control effect
#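 Fluorescent replication assay: 50 nM final substrate added after a 15 min room-temperature compound preincubation with 10 nM enzyme. Signal taken at 0 min and again at 10 min.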
# POLI inh – DNA polymerase iota (human) inhibition; Q9UNA4; Pol iota fluorescent replication assay, 10 min; Potency, µM (highest dose often 115 µM), for inactives: top-dose activity, negative = inhibition, most hits filed as inhibitors; 390,000 tested, 1% active
#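 Pol iota at 10 nM preincubated 15 min with compounds at room temperature; reaction started with fluorescent substrate, 50 nM final. Fluorescence read kinetically at 0 and 10 min; buffer-only wells as negative control.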
# BAZ2B inh – BAZ2B (human) inhibition; 360,000 tested, 4.4% active; AlphaScreen BAZ2B-H3K14Ac peptide displacement; Potency, µM (highest dose often 114 µM), for inactives: top-dose activity change, negative = inhibition, hits mostly inhibitors; further: on the % scale 0 is the no-effect control and ±100 the full control effect; nearly all actives have a fitted effect of over 60% in size
#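 BAZ2B 50 nM plus b-H3(5-23)K14Ac 50 nM, PBS pH 7.4/0.01% Tween-20, 30 min RT; compound added (max 110 uM), 30 min RT; streptavidin donor/Ni-chelate acceptor beads 10 ug/mL final, 20 min dark; AlphaScreen read.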
# Anesthetic bind – binds horse apoferritin like a general anesthetic. P02791. apoferritin/1-aminoanthracene competitive binding, fluorescence. Potency, µM (doses to about 77.5 µM), for the others: at the highest dose activity change, negative = displacement, most hits filed as inhibitors. 350,000 tested, 0.074% active. AID 485281; further: on the % scale 0 is the no-effect control and ±100 the full control effect; nearly all actives have a fitted effect of over 20% in size
# Target sequence (P02791 2-175 limits assumed): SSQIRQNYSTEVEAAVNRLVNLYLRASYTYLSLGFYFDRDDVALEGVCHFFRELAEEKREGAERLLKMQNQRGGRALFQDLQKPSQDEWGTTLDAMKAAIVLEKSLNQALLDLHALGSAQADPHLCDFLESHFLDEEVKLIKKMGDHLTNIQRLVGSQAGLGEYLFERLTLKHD
#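 Horse-spleen apoferritin (10 uM) in 50% saturated 1-aminoanthracene in PBS was incubated 10 min at room temperature with compound. Fluorescence (ex 380, em 535 nm) was normalized to free and bound 1-AMA, with concentration-response fitted by a four-parameter Hill equation.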
# G9a inh – blocks human histone lysine methyltransferase G9a. AID 504332. Q96KQ7. Potency, µM (highest dose often 102 µM), without a hit: at the top dose activity, negative = inhibition, usual class: inhibitors. G9a H3K9 monomethylation, AlphaScreen, 2 h. 350,000 tested, 8.8% active; further: on the % scale 0 is the no-effect control and ±100 the full control effect; nearly all actives have a fitted effect of over 75% in size
#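 Step 1: enzyme (final 20 nM) with compound, 15 min RT. Step 2: substrate peptide 500 nM and SAM 20 uM, 2 h RT. Step 3: anti-H3K9me1 antibody and AlphaScreen beads, 10 min, then plate read.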
# APEX1 inh – APE1 (human) endonuclease inhibition. P27695. recombinant APE1, TAMRA/BHQ-2 abasic DNA cleavage fluorescence. Potency, µM (doses to about 65.8 µM), for the others: top-dose activity change, negative = inhibition, usual class: inhibitors. 350,000 tested, 0.35% active. AID 2517;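 further: plate controls were vehicle for no effect and reference inhibitor for full effect; nearly all actives have a fitted effect of over 55% in size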
#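 Incision of a quenched TAMRA/BHQ-2 THF abasic-site duplex (50 nM) by 0.75 nM APE1, after 15 min compound preincubation, measured as fluorescence increase over three 60 s reads. Values normalized to buffer, DMSO and NSC13755 control wells.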
# Pol beta inh – inhibitors of human DNA polymerase beta; P06746; Potency, µM (highest dose often 114 µM), without a hit: at the highest dose activity change, negative = inhibition, actives largely listed as inhibitors; Pol beta primer extension/strand displacement, fluorescence kinetic; AID 485314; 340,000 tested, 1.3% active; further: on the % scale 0 is the no-effect control and ±100 the full control effect
#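 Values derive from four-parameter Hill fits of normalized kinetic data: reads at 0 and 10 min following addition of 50 nM substrate to 10 nM Pol beta preincubated 15 min with compound.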
# * = called active by the depositor; ? = inconclusive; · = not tested or not shown; & = joins results of further samples; [ ] = another dose, or the depositor's remark. The call rests on the fitted dose curve; in most records, active means well fitted curve in the direction sought with a large enough effect; inconclusive means small, poorly fitted or top-dose-only effect, or another doubt; inactive means no such curve, though single readings can be large; an effect the other way counts as inactive or inconclusive. Potency means the concentration at half of the fitted maximal effect. The list is partial, so the mix of outcomes need not match the whole.
# Each structure is followed by: Pol eta inh	BLM inh	Pol kappa inh	G9a inh	Anesthetic bind	APEX1 inh	Pol beta inh	BAZ2B inh	POLI inh
> CC(=O)Nc1c(C(=O)N2CCCCCC2)cnn1-c1ccccc1Cl
    -17.7%	-9.1%	6.1%	16.6%[59 µM]	6.5%	0.1%	43.2%	14.1%	11.0%
> COc1ccc(-c2ccc(OC)cc2C(=O)O)cc1
    -11.9%	-0.7%	-7.4%	13.9%[59 µM]	5.7%	-2.1%	-20.1%	2.5%	6.6%
> Cn1ncc(N=Cc2ccccc2O)c1C(=O)N1CCOCC1
    -17.4%	-6.2%	-3.0%	13.2%	-11.8%	2.0%	0.7%	0.1%	68.8%[activator]
> Cc1ccccc1C(=O)NC(=S)Nc1ccc(Cc2ccncc2)cc1
    -20.0%	-2.1%	-0.3%	?	-8.0%	9.9%	-29.3%	?	-9.0%
> C=CCn1cnc2c(c1=O)c1nc3ccccc3nc1n2-c1ccccc1
    ·	-1.3%	·	-16.1%[59 µM]	-4.9%	4.6%	9.4%	4.0%	·
> CCCNC(=O)Cn1c(=O)cnc2ccccc21
    -9.7%	0.9%	-14.6%	17.6%	-8.8%	-3.4%	24.2%[57.1 µM]	1.8%	5.5%
> COc1ccccc1N1CCN(C(=O)c2cc3c(=O)n4cccc(C)c4nc3s2)CC1
    1.1%	-1.5%	-12.2%	-20.4%	96.9%[activator]	-18.9%	3.7%	18.4%	22.4%
> CCC(C)NC(=O)Cn1c(=O)n(-c2ccc(OC)cc2)c(=O)c2ccc(C(=O)NCc3ccc(C)cc3)cc21 (stereo not drawn)
    -2.0%	0.6%	-10.7%	-30.5%	1.5%	?	-9.0%	9.3%	59.8%[activator]
> Cc1cccc(C)c1NC(=O)CN(C)C(=O)CC1OC(=O)c2ccccc21 (stereo not drawn)
    10.4%	·	-6.2%	?	·	33.8%	·	-6.2%	13.5%
> O=C(O)c1ccc(-c2ccc(-c3ccccc3)cc2)s1
    ·	-8.3%	·	?	6.9%	?	15.8µM*	50.1µM*	·
> CC(O)c1nc2ccc(C(=O)O)cc2[nH]1 (stereo not drawn)
    -0.4%	1.9%	-3.8%	·	27.0%	0.5%	-4.1%	?	-8.6%
> O=[N+]([O-])c1ccc2[nH]nc(-c3ccccc3)c2c1
    -22.4%	1.2%	-16.3%	12.9%[59 µM]	-6.0%	-0.2%	19.7%	-8.5%	-17.6%
> Cc1nc(NC2CCCCC2)c2nnn(Cc3ccccc3Cl)c2n1
    -6.9%	-5.5%	-7.5%	·	?	-10.4%	59.6%	13.0%	6.4%
> COc1ccccc1C(=O)Nc1ccncc1
    -8.6%	-9.9%	-7.0%	-1.0%	-5.2%	27.0%	-4.0%	-0.9%	-4.0%
> Nc1nonc1-n1nnc(C(=O)N/N=C/c2ccccc2Br)c1CN1CCCC1
    8.3%	-7.0%	-11.0%	1.0%	0.7%	36.1%	-7.9%	3.4%	14.9%
> CCCc1nc2ccccc2c(C(=O)OCc2nnc(-c3cc(OC)c(OC)c(OC)c3)o2)c1CC
    -16.0%	-14.6%	-10.9%	15.9%[59 µM]	?	8.1%	-9.0%	-13.0%	?
> CCNC(=O)NC(=O)CSc1ccc(S(=O)(=O)N2CCOCC2)cn1
    2.5%	·	4.1%	·	·	18.5%	·	·	1.4%
> CC(C)=CCC1=C(O)c2ccccc2C(=O)C1=O
    ·	-13.8%&-2.0%	-6.2%[60.1 µM]	?	-2.6%	?	·	·	·
> O=C(O)C(Cc1ccccc1)n1cnnn1 (stereo not drawn)
    12.1%	-1.2%	1.7%	16.8%[2.33 µM]	-4.3%	-2.8%	30.3%	4.7%	48.6%[activator]
> CSc1ccccc1OCc1cc(C(=O)NCCn2nc(C)cc2C)no1
    -3.8%	-3.4%	-18.4%	·	-16.5%	4.5%	19.9%	-17.8%	9.3%
> CCOc1ccc(OCC)c(NC(=O)Cn2c(C)nc3ccccc3c2=O)c1
    -19.6%	-11.4%	-6.0%	-7.4%	3.2%	?	10.1%	?	?
> Cc1ccc(-n2ncc(C(=O)NCCCN3CCN(C)CC3)c2C2CCN(C(=O)OC(C)(C)C)CC2)cc1
    0.7%	3.1%	6.7%	-25.3%[59 µM]	-10.3%	·	13.6%	6.8%[57.1 µM]	22.9%
> O=C(CCS(=O)(=O)c1ccccc1)Nc1nccs1
    -16.1%	1.6%	-1.8%	10.1%	2.0%	-2.1%	12.1%	5.2%	18.5%
> NCCCC[C@@H]1NC(=O)c2cc([N+](=O)[O-])cc(F)c2NCCCC[C@@H](C(N)=O)NC(=O)CNC1=O
    -25.8%	36.1%[activator]	7.3%	-21.6%	-9.0%	-0.4%	-0.9%	0.4%	21.1%
> COc1ccc(CN2C(=O)c3cccnc3C2=O)cc1S(=O)(=O)NC(C)C
    -2.6%	-4.1%	-25.2%	-0.2%	-6.9%	-1.7%	8.3%	-13.5%	-2.6%
> CN(C(=O)Cn1nc(Cc2cccnc2)c2ccccc2c1=O)c1cccc(C(F)(F)F)c1
    10.9%	-1.3%	4.2%	-18.5%[59 µM]	-9.4%	·	42.2%	-8.4%	14.6%
> CC(=O)Nc1ccc(NC(=O)CN2CCCC(C)C2)c(Cl)c1 (stereo not drawn)
    -10.3%	-1.9%	0.9%	23.1%[59 µM]	-18.2%	0.5%	1.1%	5.1%	12.3%
> Cc1ccc(S(=O)(=O)Nc2ccc(NC(=O)Nc3cccc(C(F)(F)F)c3)cc2)cc1
    -31.0%	-16.1%	-7.8%	4.7%[59 µM]	?	-0.8%	?	-22.0%	4.6%
> CCc1nn2c(=O)cc(COc3ccc(/C=C(\C#N)C(=O)Nc4ccc(F)cc4)cc3OC)nc2s1
    1.1%	0.6%	-1.7%	21.9%[59 µM]	-5.2%	·	23.0%	-2.6%	-15.7%
> C[C@@]12C(=O)N(c3cccc(F)c3)C(=O)N1[C@@H]1c3ccccc3OC[C@@H]1[C@H]2c1ccccc1
    -16.1%	·	-5.4%	·	·	4.4%	·	·	7.5%

# Looked up by compound from the list above (three):
# Each structure is followed by: Pol eta inh	BLM inh	Pol kappa inh	G9a inh	Anesthetic bind	APEX1 inh	Pol beta inh	BAZ2B inh	POLI inh
> Cn1ncc(N=Cc2ccccc2O)c1C(=O)N1CCOCC1
    -17.4%	-6.2%	-3.0%	13.2%	-11.8%	2.0%	0.7%	0.1%	68.8%[activator]
> O=C(O)c1ccc(-c2ccc(-c3ccccc3)cc2)s1
    ·	-8.3%	·	?	6.9%	?	15.8µM*	50.1µM*	·
> CCOc1ccc(OCC)c(NC(=O)Cn2c(C)nc3ccccc3c2=O)c1
    -19.6%	-11.4%	-6.0%	-7.4%	3.2%	?	10.1%	?	?

# The list continues:
# Each structure is followed by: Pol eta inh	BLM inh	Pol kappa inh	G9a inh	Anesthetic bind	APEX1 inh	Pol beta inh	BAZ2B inh	POLI inh
> COc1cc(F)cc(C2=CC(=O)C[C@H](c3ccc(F)cc3)C2)c1
    -23.2%	·	-2.5%	-2.0%[0.501 µM]	·	-3.5%	·	3.1%	?
> Cc1ccc(C23CC4CC(CC(C(=O)NC(C(=O)O)C(C)C)(C4)C2)C3)cc1 (stereo not drawn)
    -15.5%	-1.0%	-13.3%	4.3%	-10.2%	7.4%	?	-3.1%	34.3%[activator]
> O=C(O)CSc1nc2c(cnn2-c2ccccc2)c(=O)n1-c1ccc(Br)cc1
    -15.8%	6.3%	-0.4%	?	-3.6%	-16.2%	0.9%	2.6%	-0.5%
> CCn1c(=O)c(CCC(=O)N2CCN(c3ccccn3)CC2)c(C)c2c(C)nn(-c3ccccc3)c21
    -4.4%	-3.5%	-27.4%	-20.4%	3.9%	-7.2%	-0.1%	-23.0%	-19.5%
> CC1=CC2=NC(=O)/C(=C/c3coc4ccc(Cl)cc4c3=O)C(=N)N2O1
    ?	-3.6%	-16.0%	·	-17.8%	-2.2%	?	-15.1%	39.3%[activator]
> Cc1ccc(NC(=O)CSc2nc3c([nH]c4ccccc43)c(=O)n2-c2ccccc2)c(C)c1
    17.1%	-1.1%	-6.2%[60.1 µM]	11.1%[59 µM]	-3.3%	·	13.2%	-1.1%	16.3%
> COc1ccc(OC)c(C(=O)NC2CC(C)(C)Cc3c2cnn3-c2ccccc2)c1 (stereo not drawn)
    -11.4%	-13.1%	-10.2%	-5.7%	-14.3%	-14.2%	8.6%	70.8µM*	1.3%
> COc1ccc(N(C(=O)c2cccnc2)S(=O)(=O)c2cccc([N+](=O)[O-])c2)cc1
    -8.9%	-2.7%	-11.4%	16.2%[12.7 µM]	-23.4%	0.6%	39.2%	-35.9%	45.5%[activator]
> Cc1ccc(NC(=O)c2ccc(NCCN)c([N+](=O)[O-])c2)cc1Cl
    -25.3%	5.9%	-6.8%	-7.8%[59 µM]	-14.6%	7.4%	8.3%	-11.8%	?
> C/C(=N\NC(=O)CCCNc1cccc(C)c1)c1ccncc1
    -16.5%	1.3%	1.5%	·	-15.1%	2.5%	16.8%	-26.0%	?
> COc1ccc(NS(=O)(=O)c2ccc(N/N=C(\C)c3ccncc3)c([N+](=O)[O-])c2)cc1
    ?	-9.7%	-14.5%	?	-16.6%	-7.3%	23.1%	-32.5%	9.8%
> COc1nccnc1NS(=O)(=O)c1ccc(N)cc1
    3.9%	2.4%&-2.8%	-2.6%	23.6%	-7.1%	1.6%	20.9%	-0.1%	-3.4%
> c1ccc(Cn2nnc3cnccc32)cc1
    9.8%	-2.7%	-4.6%	?	-19.4%	30.2%[activator]	53.4%	6.6%	3.4%
> C/C(=N/NS(=O)(=O)c1ccccc1)c1ccc(NC(=O)C2CC2)cc1
    -10.2%	-3.2%	-4.6%	21.6%	-5.2%	6.4%	-17.0%	1.9%	8.3%
> O=C(CS(=O)(=O)c1ccc(Cl)cc1)NCc1ccccc1
    -2.5%	-0.3%	-4.2%	-3.7%[59 µM]	-2.7%	30.5%	9.2%	-7.3%	-3.1%
> COc1ccc(C(=O)c2c(N)sc3c2CCN(C)C3)cc1
    -3.3%	-0.8%	-12.3%	5.3%[0.501 µM]	8.9%	-4.1%	25.4%	-22.1%	?
